dFosB activator: activators of mouse delta FosB homodimer; purified delta FosB, TAMRA-CDK5 oligo fluorescence polarization; percent of positive-control signal above neutral wells; activation, % at 25 µM; 340,000 compounds, 0.99% hits; AID 493131;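 active = mean activation above about 17%, with every replicate also reaching it, limit read from the data, passing the limit was not always enough; inconclusive = only one of the two conditions met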;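 also: fluorescence polarization rise as delta FosB binds a TAMRA Cdk5 AP-1 oligo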
Target sequence (P13346 whole entry, looked up): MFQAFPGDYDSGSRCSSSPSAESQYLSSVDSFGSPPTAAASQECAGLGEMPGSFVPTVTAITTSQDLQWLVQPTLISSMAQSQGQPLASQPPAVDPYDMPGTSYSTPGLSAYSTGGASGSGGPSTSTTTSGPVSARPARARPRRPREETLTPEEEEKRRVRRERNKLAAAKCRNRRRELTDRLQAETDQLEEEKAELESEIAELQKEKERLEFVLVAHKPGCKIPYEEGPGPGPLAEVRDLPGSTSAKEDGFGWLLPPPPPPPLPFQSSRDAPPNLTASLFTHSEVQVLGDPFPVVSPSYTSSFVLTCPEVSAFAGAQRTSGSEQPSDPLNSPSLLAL
PvdQ inh: blocks Pseudomonas aeruginosa PvdQ acylase activity; inhibition, % at 10 µM; 340,000 compounds, 0.063% hits; purified PvdQ acylase, fluorescence plate reader; AID 488965; in the data active = inhibition above about 30%, passing the limit was not always enough; inconclusive = no clear call, values can overlap the other calls;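 also: 0% = vehicle neutral wells and 100% = reference inhibitor wells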
PfHsp90 yeast 2: reduces growth (ATP signal) of yeast expressing P. falciparum Hsp90 | S. cerevisiae expressing PfHsp90, BacTiter-Glo ATP, 48 h; yeast lacking PDR1 and PDR3 efflux regulators | inhibition, % at 9.4 µM | 310,000 compounds, 0.32% hits;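 active = every replicate shows inhibition above about 80%, whatever the replicate mean, limit read from the data; inconclusive = mean inhibition reaches the set limit but some replicate falls short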;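 also: 0% = DMSO neutral controls and 100% = 20 µM radicicol positive controls; yeast relying on Plasmodium falciparum Hsp90 in place of its own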
LANA DNA inh: inhibitors of KSHV LANA C-terminal domain DNA binding | 340,000 compounds, 0.078% hits | inhibition, % at 9 µM | MBP-C-LANA/FAM-LBS DNA binding, fluorescence polarization;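 active = highest replicate inhibition at or above 60% at 9 µM, even if other replicates fall short; inactive = all replicates below 60% inhibition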;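 also: 0% = neutral control wells and 100% = 4 µM acridine orange control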
RTF Ca sens act: cardiac RTF calcium sensitization. IANBD-labeled TnC RTF fluorescence at EC20 calcium; 0% EC20 calcium, 100% full calcium. 340,000 compounds, 0.24% hits. activation, % at 7.2 µM;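 active = activation above the mean over all tested compounds plus 3 SD, cut at about 30% in these data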;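 also: rise in fluorescence read as greater calcium sensitivity of cardiac thin filaments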
NSD2 HMT inh: inhibitors of human histone methyltransferase NSD2 | AID 743445 | inhibition, % at 12.5 µM | NSD2 peptide methylation, AlphaScreen, 120 min | O96028 | 310,000 compounds, 0.54% hits; in the data active = inhibition above about 50%
Mot1-301 SUMO: blocks SUMOylation pathway, rescuing yeast Mot1-301 growth. 320,000 compounds, 1% hits. S. cerevisiae Mot1-301 growth rescue, ATP luminescence, 38.5C; percent above DMSO median, 100 means doubled. growth rescue, % at 18.8 µM;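 active = every valid replicate shows activation above 250% relative to neutral control wells; inactive = the rest, any valid replicate at or below 250%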;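 also: OY570 slx delta 5 strain wells were the positive control but not used for scaling; some compounds called inactive have numbers as strong as hits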
Keap1 Nrf2 FP: disrupts human Keap1 binding to Nrf2 peptide. Keap1 Kelch-Nrf2 peptide fluorescence polarization, 1536-well. inhibition, % at 9.4 µM. 340,000 compounds, 0.15% hits; in the data active = inhibition above about 12%; inconclusive = no clear call, values can overlap the other calls; inactive = below about 7.3%;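 also: human Keap1 Kelch domain with fluorescein labeled Nrf2 9mer peptide probe; 0% = neutral control wells and 100% = peptide positive control; higher means more block of Keap1 binding to Nrf2 peptide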
CDK5 inh: inhibitors of human CDK5/p35 kinase; Q00535+Q15078; Recombinant CDK5/p35, ADP-Glo luminescence, 60 min; inhibition, % at 10 µM; 330,000 compounds, 0.01% hits; AID 488839;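 active = highest replicate inhibition of at least 50% and at least 75% of replicates reaching 50%; inconclusive = only one of the two criteria met; inactive = both criteria failed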;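 also: plate controls were DMSO neutral control for no effect and GW8510 at 10 µM for full effect; many of its hits are not listed in these tables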
Rtt109 HAT inh: inhibitors of Candida albicans Rtt109/Vps75 histone acetyltransferase; 330,000 compounds, 0.16% hits; purified Rtt109/Vps75, ThioGlo CoA-SH fluorescence, 4 h; inhibition, % at 34.9 µM;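 active = inhibition of at least 50% in every replicate; inconclusive = best replicate reaches 50% inhibition but some replicates fall short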
Target sequence (Q5AAJ8 whole entry, looked up): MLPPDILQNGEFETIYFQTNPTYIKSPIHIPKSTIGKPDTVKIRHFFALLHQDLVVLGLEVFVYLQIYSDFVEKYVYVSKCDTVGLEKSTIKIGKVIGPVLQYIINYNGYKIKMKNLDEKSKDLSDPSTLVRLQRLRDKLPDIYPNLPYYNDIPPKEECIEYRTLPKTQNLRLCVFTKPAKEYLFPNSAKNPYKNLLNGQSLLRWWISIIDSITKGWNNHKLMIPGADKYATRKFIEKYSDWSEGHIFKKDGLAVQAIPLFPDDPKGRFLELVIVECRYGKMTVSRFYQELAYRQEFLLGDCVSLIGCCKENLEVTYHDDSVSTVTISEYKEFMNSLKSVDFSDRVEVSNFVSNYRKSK
Cardiac RTF inh: cardiac RTF calcium desensitization; P19429+P45379; IANBD-labeled cardiac RTF, Ca2+ fluorescence; inhibition, % at 7.15 µM; 340,000 compounds, 0.12% hits;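 active = inhibition above the mean inhibition of all tested compounds plus 3 SD, cut at about 17% in these data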;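 also: assay run at fixed EC70 calcium of 1.6 mM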
* = called active by the depositor; ? = inconclusive; . = no result given; + = active, no number.

SMILES	dFosB activator	PvdQ inh	PfHsp90 yeast 2	LANA DNA inh	RTF Ca sens act	NSD2 HMT inh	Mot1-301 SUMO	Keap1 Nrf2 FP	CDK5 inh	Rtt109 HAT inh	Cardiac RTF inh
CCOC(=O)c1c(C)c[nH]c1C	-5.3	-2.5	16.5	1.5	.	-1.4	-2.1	0.9	1.3	2.5	.
COC(=O)C1CCCN1C(=O)C1CCCN1C(=O)CNC(=O)OCc1ccccc1 (centres undefined)	-9.3	-8.4	6.1	-2.4	-0.9	0.1	-8.7	-5.9	-0.5	-4.9	2.4
O=C(CSc1nnnn1-c1ccc2c(c1)OCO2)NCc1ccccc1	-4.5	-4.4	-11.2	-0.2	2.1	-2.0	-3.2	-1.8	0.4	3.5	-3.2
COC(=O)CN(c1c(C)cccc1C)S(C)(=O)=O	-6.9	-7.8	.	0.0	3.3	-0.1	24.6	1.4	-0.2	4.9	-8.2
CCOc1cccc2cc(C(=O)NC(C)c3ccccc3)c(=N)oc12 (centres undefined)	-18.4	2.1	9.8	-0.7	-8.9	-0.3	133.2	3.8	-1.2	4.7	-3.8
CC(C)CCNC(=O)Nc1ccc2c(c1)N(C)C(=O)CS2	-7.5	11.7	.	-0.4	-4.9	-1.2	+	-7.7	-0.3	2.9	1.0
CCC(=O)N1c2ccccc2C(N(C(=O)CC)c2ccccc2)CC1C (centres undefined)	-2.7	-7.3	7.9	0.9	2.4	-1.9	52.9	-4.7	1.2	-0.8	1.7
Cn1c(C(=O)NCCCN2CCN(c3ccccc3F)CC2)cc2c(=O)n(C)c3ccccc3c21	-14.7	-24.5	.	0.6	6.3	.	-7.7	-6.2	-0.1	-3.2	1.2
O=C(NCc1cccc(Cl)c1)c1ccc(S(=O)(=O)Nc2cccc(C(F)(F)F)c2)cc1	-11.5	-15.3	31.0	0.3	-0.2	49.8	-5.8	1.3	-0.2	13.3	-0.2
CSCCC(NC(=O)COc1ccccc1)C(=O)OCC(=O)c1cc2ccccc2o1 (centres undefined)	-7.6	4.9	-35.3	-2.9	3.3	-4.1	-19.6	1.4	1.9	3.4	-1.1
COc1ccc(OCC(O)CNC(=O)Nc2ccccc2)cc1 (centres undefined)	7.3	0.8	7.2	-1.3	-0.8	-1.9	25.2	-1.0	1.3	-29.3	-5.5
CC(=O)C1=C(O)C(=O)N(c2ccc(Br)cn2)C1c1cccc([N+](=O)[O-])c1 (centres undefined)	0.8	13.6	7.2	0.1	-0.7	1.5	2.9	2.2	-2.8	11.5	0.1
Cc1ccc(NC(=O)c2cc(-c3ccccc3)n[nH]2)cc1	6.2	-6.7	7.2	-0.7	-1.1	-1.6	-4.0	-5.5	0.9	-3.1	-0.7
O=C(NCc1cccnc1)C1CCC(CNS(=O)(=O)c2cccc3nsnc23)CC1 (centres undefined)	-4.8	-11.1	11.9	-1.6	-1.9	.	-6.3	-2.6	-2.7	-1.4	-16.1
Cc1ccc(CNC(=O)C2CCCN(S(=O)(=O)c3c(C)[nH]c(=O)[nH]c3=O)C2)cc1 (centres undefined)	-2.7	8.9	1.7	-1.0	-4.1	-2.2	-4.0	-5.7	3.1	-4.5	-6.5
CC(C)(C)C1CCC(OC(=O)C[N+]2(C)CCCC2)CC1 (centres undefined)	-10.5	-15.8	19.8	1.0	6.7	0.4	-3.7	-1.4	-1.2	-0.2	-5.4
CCC(CC)C(=O)Nc1cccc(C(=O)Nc2ccc3c(c2)OCO3)c1	-4.9	-10.2	-77.1	-0.4	9.7	0.3	6.2	-6.9	3.1	-2.7	-9.6
O=C(CCCN1C(=O)CCC1=O)Nc1ccc(Br)cc1F	-5.7	-5.9	-10.6	13.1	-5.9	-1.1	8.6	5.5	-0.9	5.0	-5.5
CCOc1nc2c(c(-c3cccs3)c1C#N)Cc1ccccc1-2	5.5	-1.2	-18.9	-2.5	.	-4.3	209.1	-1.9	1.0	4.6	.
Cc1ccc2nc(-c3cccnc3)c(NC3CCCCC3)n2c1	0.3	0.2	0.0	2.0	-3.0	-3.3	18.4	-3.4	0.3	9.1	1.4
CCOC(=O)C1=C(c2ccccc2)NC(=O)NC1c1ccc(OC)cc1 (centres undefined)	-10.4	-11.0	-11.5	-0.6	5.4	7.3	-4.2	-0.7	-2.2	-8.3	2.6
CCOc1ccccc1C(=O)NC(C(=O)NCCc1ccccn1)C(C)C (centres undefined)	2.7	-0.3	.	0.2	-1.2	-0.8	-8.5	5.5	0.4	7.9	2.1
Cc1ccc(N(CC(=O)N2CCN(c3ccc(F)cc3)CC2)S(=O)(=O)c2c(C)noc2C)cc1	-13.3	-14.1	-8.1	0.5	-5.9	-10.4	-0.8	3.4	-0.2	21.8	0.0
O=C(Nc1cccc(Cl)c1)Nc1ccc(Cl)cn1	0.3	-11.2	.	0.1	6.5	-1.2	-2.3	3.5	1.0	6.1	-10.5
CCc1ccc(N2C(=O)CN(Cc3sccc3C)C2=S)cc1	-2.8	1.0	-4.0	-1.5	-0.3	-3.3	3.4	3.7	1.1	3.0	-13.6
CCOC(=O)C1=C(COC(=O)c2ccc(Cl)c(S(=O)(=O)N3CCOCC3)c2)NC(=O)NC1C (centres undefined)	-16.0	-6.7	0.5	0.3	-0.5	7.3	.	-5.0	-9.0	0.7	-5.6
CCOC(=O)CSc1nccc(N(C)C)c1C#N	-4.5	-16.3	-11.3	0.2	-4.0	-4.0	339.0	-1.7	-0.1	0.5	-2.8
COC(=O)c1cc(Br)c(=O)n(CCC2=CCCCC2)c1	-2.4	-13.5	8.3	-2.2	2.3	2.8	-8.3	-6.2	0.0	3.6	4.8
CCn1cnc2sc(-c3ccccc3)cc2c1=O	-13.6	-8.5	10.9	-0.5	2.4	-0.4	412.3*	1.4	-0.3	14.5	-12.4
CC(C)(C)c1cc(NC(=O)COC(=O)c2ccc(O)cc2O)n(-c2ccccc2)n1	-11.3	-14.7	.	1.8	-3.1	-4.7	-12.6	-1.8	-0.9	6.4	-2.0
COc1ccc(CC(=O)N2CCCc3ccccc32)cc1OC	-4.2	0.7	-8.4	-1.2	-4.4	1.1	628.5	-7.1	-2.3	-2.8	11.7
CC(C)c1ccc(/C=C/C(=O)O)cc1	-0.9	-13.9	-24.7	0.4	5.2	.	95.0	-0.1	-0.1	-1.7	4.8
CC(=O)Nc1cc(C(F)(F)F)ccc1N1CCOCC1	3.4	-14.7	-8.7	-0.8	0.8	1.2	-5.7	-0.4	1.0	2.2	-6.1
COc1ccc(-n2nc(C(=O)NCC(=O)NCCCN3CCOCC3)c3ccccc3c2=O)cc1Cl	-29.6	-6.2	12.2	-0.2	-2.4	25.2	307.1	-2.3	1.2	-0.3	5.1
O=C(c1ccccc1)N1CCN(C(=O)c2cccnc2)CC1	4.0	-15.9	0.4	0.3	-4.1	-2.3	2.7	5.2	-0.6	4.9	-6.1
CCC(=NOCc1ccccc1)C(=O)NNS(=O)(=O)c1ccc(C)cc1	-3.1	-12.1	.	-0.7	-3.4	-0.6	.	-3.5	-0.3	3.6	2.9
Cc1csc2c(=O)sc(NC(=O)c3ccc(F)cc3Cl)nc12	?	2.2	2.8	-0.8	4.2	0.1	-7.1	-1.4	0.3	12.4	-1.6
COc1cc(C(=O)Nc2nnc(C3=COCCO3)o2)cc(OC)c1OC	0.3	-8.5	9.0	-0.1	-2.5	-1.4	-12.2	3.4	-0.4	-4.8	-2.6
c1ccc(CSc2snnc2-c2ccccc2)cc1	1.8	12.0	.	0.6	-0.9	-2.4	425.8	1.3	-0.4	.	-0.6
COc1ccc(-c2nc3ncccc3o2)cc1NC(=O)c1cccs1	-70.6	-11.7	-29.8	-0.5	3.9	.	156.8	-1.1	1.3	-0.8	-20.6
Cc1ccc2c(CC(=O)OCC(=O)N(CC(C)C)c3c(N)n(Cc4ccccc4)c(=O)[nH]c3=O)coc2c1	-4.1	-6.5	-11.0	1.3	-14.6	-0.7	-17.0	1.1	-0.7	7.5	-25.2
COCC(=O)Nc1ccccc1NC(C)=O	-7.6	-6.3	.	1.2	7.3	.	32.1	-6.8	-0.7	0.0	-2.1
C(=N\n1cnnc1)/c1ccc(N2CCOCC2)cc1	-5.5	9.8	3.6	-0.3	4.0	1.4	267.8	1.8	-0.9	1.4	-0.1
O=C1CC(C(=O)Nc2ccccc2)N=C(N2CCCCC2)N1 (centres undefined)	5.3	1.5	.	-0.6	-1.6	-9.0	12.4	4.0	-0.9	-0.2	0.8
Cn1c(CSCc2ccccc2)nnc1SCC(=O)Nc1nccs1	4.8	-4.8	0.2	-1.7	3.1	120.1*	-12.7	0.2	0.9	5.3	0.3
N/C(=N\OC(=O)c1cccnc1)c1ccc(Cl)cc1Cl	-11.1	6.0	-2.2	0.7	-3.8	-2.8	17.6	-1.4	-1.0	.	-8.1
COc1ccc(CN2CCSCC2)cc1C	0.1	10.9	-4.5	-1.1	0.5	3.7	11.6	-1.6	9.9	7.7	0.4
COc1cccc(Oc2ccc(N)cc2)c1	-4.6	-11.1	-1.3	1.1	-1.8	-1.5	193.1	1.1	0.0	11.1	1.9
CC1CCN(C(=O)c2cccc(S(=O)(=O)N3CCCc4ccccc43)c2)CC1	-5.3	-13.1	-22.8	0.2	1.2	.	-3.2	1.0	0.5	2.3	-15.6
Cc1nn2c(=O)cc(CSCC(=O)Nc3ccccc3F)nc2s1	3.8	1.3	5.4	-0.2	6.0	0.8	5.5	-1.8	-1.8	-11.3	-3.6
O=S(=O)(Nc1cccc(C(F)(F)F)c1)c1cnc[nH]1	-5.7	-21.0	20.2	1.1	2.2	-0.5	115.1	1.1	-0.2	-8.8	-2.4
COc1ccccc1-c1cccc([C@@H]2C[C@H]3[C@H](CON3C)CN2S(=O)(=O)c2ccccc2C)c1	3.2	-14.9	15.7	2.1	0.9	.	.	-5.5	1.0	-1.5	-9.9
CCOc1ncccc1C(=O)OC(C)C(=O)Nc1ccc(CC)cc1 (centres undefined)	-10.9	-8.9	10.1	0.4	-0.3	.	105.9	-3.1	-4.2	6.8	-3.0
CN(C(=O)c1cccc(NC(=O)Cc2ccc(NC(=O)C3CCN(C(=O)CCc4ccccc4)CC3)cc2)c1)C1CCC1	-15.8	-21.5	-1.6	1.5	-3.6	.	.	-3.6	-1.4	2.5	-8.9

Profiles from above:
Cc1nn2c(=O)cc(CSCC(=O)Nc3ccccc3F)nc2s1 in the list: dFosB activator: 3.8; PvdQ inh: 1.3; PfHsp90 yeast 2: 5.4; LANA DNA inh: -0.2; RTF Ca sens act: 6.0; NSD2 HMT inh: 0.8; Mot1-301 SUMO: 5.5; Keap1 Nrf2 FP: -1.8; CDK5 inh: -1.8; Rtt109 HAT inh: -11.3; Cardiac RTF inh: -3.6
C(=N\n1cnnc1)/c1ccc(N2CCOCC2)cc1 in the list: dFosB activator: -5.5; PvdQ inh: 9.8; PfHsp90 yeast 2: 3.6; LANA DNA inh: -0.3; RTF Ca sens act: 4.0; NSD2 HMT inh: 1.4; Mot1-301 SUMO: 267.8; Keap1 Nrf2 FP: 1.8; CDK5 inh: -0.9; Rtt109 HAT inh: 1.4; Cardiac RTF inh: -0.1
